Compound activity: PubChem BioAssay, National Center for Advancing Translational Sciences (NCATS)
D3 ag = activates the human D3 dopamine receptor; max activation, %; AID 652048; 0.58% of 410,000 active; D3R DiscoveRx beta-arrestin cells, luminescence, 90 min; P35462; in the data active = max activation above about 30%; also: 0% is about no effect; mostly tested at two doses, the higher about 12 µM
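Cells at 1500/well, incubated overnight, then treated with pinned compounds (dopamine as control) for 90 min at 37 degrees C. DiscoveRx reagent added for 30 - 60 minutes at room temperature; luminescence read.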
KB-V1 cytotox = kills drug-selected multidrug resistant KB-V1 cells; 3.4% of 400,000 active; Potency, µM (titrated, usually from 46.1 µM), for inactives: at the top dose activity change, negative = cytotoxicity, usual class: cytotoxic; KB-V1 MDR cells viability, CellTiter-Glo, 72 h; also: potency is read from the fitted curve at half-maximal effect; % is scaled to controls: 0 for no effect and ±100 for the full control effect; nearly all actives have a fitted effect of over 60% in size
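Readout: CellTiter-Glo luminescence, 10 min after addition. Cells: KB-V1 MDR subline, 72 h at 37 degrees C with compound. Analysis: corrected, normalized data fitted to concentration-effect curves.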
D3 antag = blocks the human D3 dopamine receptor; D3R cells, DiscoveRx beta-arrestin luminescence, antagonist mode; stronger effect = lower value; max response, negative = inhibition, %; 2.5% of 360,000 active; in the data active = max response below about -50%; inconclusive = no clear call, values can overlap the other calls; also: % is scaled to controls: 0 for no effect and ±100 for the full control effect; mostly tested at two doses, the higher about 12 µM
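Cells expressing the human receptor were seeded at 1500 cells/well, incubated overnight at 37 degrees C in 5% CO2, then exposed to library compounds with dopamine controls for 90 minutes at 37 degrees C before luminescent detection.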
GLP1R cytotox = cytotoxic in the GLP-1 receptor inverse agonist counter-screen; HEK293 cAMP-luciferase reporter cells, luminescence, 24 h; Potency, µM (titrated, usually from 38.3 µM), without a hit: at the highest dose activity change, negative = inhibition, actives largely listed as inhibitors; 0.13% of 410,000 active; AID 624418;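 also: loss of luciferase light is scored as toxicity; potency is read from the fitted curve at half-maximal effect; % is scaled to controls: 0 for no effect and ±100 for the full control effect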
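Cells in DMEM/10% Nu serum/1% pen-strep, 1536-well format. Pre-incubated 12 h, dosed with 23 nL compound, incubated a further 24 h. Luciferase detection, 12 min at room temp, luminescence.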
TDP43 rescue = rescues yeast growth from TDP-43 toxicity. TDP-43 expressing yeast growth rescue, BacTiter-Glo, 24 h. Potency, µM (series often up to 46.1 µM), without a hit: at the top dose growth rescue (activation), most hits filed as activators. AID 652104. 1.8% of 410,000 active; also: potency is read from the fitted curve at half-maximal effect; % of control where 0% means no effect; nearly all actives have a fitted effect of over 50% in size
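Luminescence from BacTiter-Glo reports growth of TDP-43-expressing yeast after 24 hr at 30 deg C with compound. Cells were raffinose-pregrown to mid-log, then seeded in galactose medium at OD600=0.02.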
PTHR1 ag = PTHR1 (human) receptor agonism; HEK293 GP2 PTHR1 cells, GloSensor cAMP luminescence, 1 h; 0.075% of 410,000 active; Q03431; Potency, µM (series often up to 115 µM), for inactives: at the highest dose activation, usual class: activators; also: potency is read from the fitted curve at half-maximal effect; nearly all actives have a fitted effect of over 55% in size; some results filed as inactive show a strong effect at the top dose; inactives centre near -15; many of its hits are not listed in these tables
Target sequence (Q03431 whole entry, looked up): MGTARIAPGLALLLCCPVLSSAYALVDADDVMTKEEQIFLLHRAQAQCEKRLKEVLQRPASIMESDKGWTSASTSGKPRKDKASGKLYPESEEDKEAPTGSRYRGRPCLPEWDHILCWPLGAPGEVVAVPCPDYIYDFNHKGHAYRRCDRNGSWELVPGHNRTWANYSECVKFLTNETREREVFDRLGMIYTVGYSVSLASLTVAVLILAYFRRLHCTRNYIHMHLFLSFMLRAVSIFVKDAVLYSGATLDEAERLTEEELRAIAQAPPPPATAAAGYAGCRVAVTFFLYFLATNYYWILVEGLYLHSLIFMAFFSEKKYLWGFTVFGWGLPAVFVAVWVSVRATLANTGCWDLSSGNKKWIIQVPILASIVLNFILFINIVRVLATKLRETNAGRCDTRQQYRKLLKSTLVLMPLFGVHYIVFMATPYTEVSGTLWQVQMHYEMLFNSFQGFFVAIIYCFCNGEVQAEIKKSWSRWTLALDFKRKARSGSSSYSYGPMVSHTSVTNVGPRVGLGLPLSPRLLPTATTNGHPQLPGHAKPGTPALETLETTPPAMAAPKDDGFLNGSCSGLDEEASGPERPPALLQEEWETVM
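HEK-293-derived GP2 cells expressing PTHR1 and a GloSensor cAMP reporter, 3,000/well, plated overnight, given luciferin plus IBMX (each 0.5 mM as added) for 1 h at 37 °C, then compound for 1 h at 37 °C. Luminescence was read after 15 min at room temperature.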
aSyn rescue = alpha-synuclein toxicity inhibition in yeast | Yeast expressing alpha-synuclein, growth rescue, BacTiter-Glo, 24 h | Potency, µM (doses to about 46.1 µM), inactives show top-dose growth rescue (activation), hits mostly activators | 0.14% of 370,000 active; also: potency is read from the fitted curve at half-maximal effect; % of control where 0% means no effect; nearly all actives have a fitted effect of over 65% in size
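Screening used galactose-induced yeast with toxic alpha-synuclein levels, exposed to compound for 24 hr at 30 deg C. Cell growth, read with BacTiter-Glo luminescence, gave the measured signal.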
GLP-1R inv ag = acts as inverse agonist at human GLP-1 receptor; P43220; HEK293 GLP-1R CRE-luciferase, luminescence, 24 h; GLP-1R form is constitutively active; Potency, µM (titrated, usually from 38.3 µM), without a hit: at the highest dose activity change, negative = inhibition, usual class: inhibitors; 1.6% of 410,000 active; also: potency is read from the fitted curve at half-maximal effect; % is scaled to controls: 0 for no effect and ±100 for the full control effect; nearly all actives have a fitted effect of over 55% in size
Target sequence (P43220 whole entry, looked up): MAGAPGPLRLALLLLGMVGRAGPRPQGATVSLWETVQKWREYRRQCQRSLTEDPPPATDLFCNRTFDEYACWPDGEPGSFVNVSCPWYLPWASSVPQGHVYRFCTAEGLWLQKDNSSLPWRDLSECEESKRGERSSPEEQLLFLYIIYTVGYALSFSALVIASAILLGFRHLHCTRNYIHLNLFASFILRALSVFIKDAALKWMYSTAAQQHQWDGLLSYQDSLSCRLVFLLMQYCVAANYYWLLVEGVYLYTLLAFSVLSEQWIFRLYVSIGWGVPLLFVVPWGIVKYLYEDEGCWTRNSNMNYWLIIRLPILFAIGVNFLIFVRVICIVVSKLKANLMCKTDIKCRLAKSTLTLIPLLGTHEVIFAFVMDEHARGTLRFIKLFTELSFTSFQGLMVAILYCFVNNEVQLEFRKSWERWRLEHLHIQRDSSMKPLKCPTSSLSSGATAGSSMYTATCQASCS
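Seeding at 200 cells/uL, 12 h culture, 24 hr compound treatment, then luciferase reagent and a luminescence read; cells are HEK293 stably expressing a constitutively active GLP-1R plus cAMP-responsive luciferase.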
GLP-1R agonist = GLP-1 receptor (human) agonism; HEK293 GLP-1R CRE-luciferase, luminescence, 4-6 h; cells express a hypersensitive GLP-1R form; 0.007% of 380,000 active; Potency, µM (titrated, usually from 45.6 µM), inactives show at the highest dose activation, most hits filed as activators; also: potency is read from the fitted curve at half-maximal effect; % of control where 0% means no effect
An asterisk follows results filed as active; i = inactive; u = inconclusive; x = no result given; [ ] = remark or other dose. Unless noted, calls follow the shape of the dose curve; as a rule, active = well fitted curve in the direction sought with a large enough effect; inconclusive = small, poorly fitted or top-dose-only effect, or another doubt; inactive = no such curve, though single readings can be large; an effect the other way counts as inactive or inconclusive.

SMILES | D3 ag | KB-V1 cytotox | D3 antag | GLP1R cytotox | TDP43 rescue | PTHR1 ag | aSyn rescue | GLP-1R inv ag | GLP-1R agonist
CCCCCSc1nc2c(c(=O)[nH]c(=O)n2C)n1C(C)C | 7.3 | u | 18.6 | 8.7% | 1.2% | i | -9.2% | 44.3%[activator] | 6.8%
CCOC(=O)CSc1nnc([C@H](Cc2ccccc2)NC(=O)OC(C)(C)C)o1 | -1.5 | 7.8% | u | -7.0% | -8.5% | i | 0.3% | -17.8% | 5.3%
CCCCN(Cc1cc2cc(OC)ccc2[nH]c1=O)C(=O)COc1ccccc1 | -7.0 | 18.2% | -11.0 | 19.4% | 1.8% | i | 0.2% | -0.1% | 17.0%
O=C(Nc1cccc(C(F)(F)F)c1)c1cc2c(s1)-c1ccccc1OC2 | 1.1 | 0.8% | -17.9 | 20.5% | 8.0% | i | 3.6% | u | 6.2%
Nn1c(SCC(=O)Nc2ccccc2C(F)(F)F)nncc1=O | -2.5 | 7.0% | 16.7 | 6.0% | 12.3% | i | -0.6% | 9.3% | -3.2%
CCCOc1ccc(C(=O)OCC(=O)c2c(N)n(C)c(=O)n(C)c2=O)cc1OCC | 1.0 | 0.5% | 1.8 | -3.0% | 11.3% | i | 1.4% | -2.4% | -0.1%
COCCNC(=O)/C(C#N)=C/c1nc(N(C)C)n(-c2ccc(F)cc2)c1Cl | 5.6 | -10.8% | 14.5 | -1.2% | 5.5% | -44.0%[inhibitor] | -0.6% | 13.2% | -2.6%
C[C@@H]1Cn2cnc(C(=O)NCc3ccc(CNC(=O)OC(C)(C)C)cc3)c2C(=O)N1 | -0.9 | 17.2% | 10.7 | 7.3% | 17.8% | i | 3.1% | -0.1% | 2.8%
Cc1cccc(-c2c3c(=O)n(C)c(=O)n(C)c3c3c(C)nc4ccccc4n23)c1 | 5.3 | -19.5% | x | 3.6% | 17.1% | i | x | 21.7% | x
CCOc1cc(CNCCc2ccc(S(N)(=O)=O)cc2)ccc1OCc1ccccc1 | -2.4 | u | u | -29.4% | -10.5% | 22.0%[57.5 µM] | -10.1% | u | 9.8%
Cc1ccccc1CCN(C(=O)Cn1nnc2ccccc21)C(C(=O)NC(C)(C)C)c1ccsc1 (stereo unspecified) | -7.4 | u | -5.3 | 5.9% | -18.9% | u | -10.7% | 0.2% | 2.8%
CSc1nc2nccc(-c3ccc4c(c3)OCO4)n2n1 | 5.8 | -23.5% | 10.7 | 6.8% | 0.2% | -43.9%[inhibitor] | 1.3% | 73.3%[activator] | 17.8%
CCS(=O)(=O)Nc1ccc(C2=NN(C(=O)c3ccccc3)C(c3cccs3)C2)cc1 (stereo unspecified) | 0.2 | -29.4% | 3.4 | -27.0% | -8.3% | -1.8% | -4.6% | -11.7% | 2.1%
COc1ccccc1N(C)S(=O)(=O)c1ccc(C(=O)N(CC(N)=O)C(C)C)cc1 | -4.3 | u | 0.0 | 11.8% | -9.3% | -18.6%[57.5 µM] | -2.5% | 10.0% | 0.8%
O=C(O)c1c(-c2ccccc2)c(-c2ccccc2)nc2ccccc12 | 1.4 | 5.0% | 10.6 | -0.3% | 14.2% | i | -1.1% | 21.2% | -0.8%
O=C(OCC(=O)N1CCOCC1)c1cnc(Cl)c(Cl)c1 | -3.7 | u | 4.3 | -2.9% | 22.3% | i | 1.8% | 20.9% | -4.1%
COc1cc(C)nc(NC(=O)COc2ccc(Cl)cc2C)n1 | 1.0 | -3.5% | 3.9 | -18.2% | 7.1% | -3.9%[57.5 µM] | 0.7% | 13.5% | -0.5%
COc1cccc2sc(NNC(=O)C3COc4ccccc4O3)nc12 (stereo unspecified) | -1.4 | u | -4.9 | 5.6% | 21.5% | -10.8% | 0.6% | -14.5% | 0.3%
O=[N+]([O-])c1ccc(O)c(/C=N/Nc2ccccc2[N+](=O)[O-])c1 | 2.2 | u | 4.6 | -11.9% | -14.3% | -35.6%[inhibitor] | -11.9% | 2.2% | -2.6%
COCc1c(C(=O)OCc2nc(N)nc(Nc3ccccc3C)n2)oc2ccccc12 | 0.0 | -17.5% | -0.5 | 8.3% | 21.6% | i | -0.3% | 6.3% | 21.2%

Some of the entries so far, with two lines to a compound:
Every second line gives: D3 ag | KB-V1 cytotox | D3 antag | GLP1R cytotox | TDP43 rescue | PTHR1 ag | aSyn rescue | GLP-1R inv ag | GLP-1R agonist
- C[C@@H]1Cn2cnc(C(=O)NCc3ccc(CNC(=O)OC(C)(C)C)cc3)c2C(=O)N1
→ -0.9 | 17.2% | 10.7 | 7.3% | 17.8% | i | 3.1% | -0.1% | 2.8%
- Cc1cccc(-c2c3c(=O)n(C)c(=O)n(C)c3c3c(C)nc4ccccc4n23)c1
→ 5.3 | -19.5% | x | 3.6% | 17.1% | i | x | 21.7% | x
- CCOc1cc(CNCCc2ccc(S(N)(=O)=O)cc2)ccc1OCc1ccccc1
→ -2.4 | u | u | -29.4% | -10.5% | 22.0%[57.5 µM] | -10.1% | u | 9.8%
- Cc1ccccc1CCN(C(=O)Cn1nnc2ccccc21)C(C(=O)NC(C)(C)C)c1ccsc1 (stereo unspecified)
→ -7.4 | u | -5.3 | 5.9% | -18.9% | u | -10.7% | 0.2% | 2.8%

The results go on:
SMILES | D3 ag | KB-V1 cytotox | D3 antag | GLP1R cytotox | TDP43 rescue | PTHR1 ag | aSyn rescue | GLP-1R inv ag | GLP-1R agonist
CCC1(C(N)=O)CC2C=CC1C2 (stereo unspecified) | -1.4 | 11.9% | 5.5 | -0.4% | -8.9% | -14.9% | 5.8% | 7.8% | 10.7%
O=C(O)c1cccc(Cn2cc(Cl)cn2)c1 | 2.8 | 5.4% | -17.2 | -3.9% | 12.8% | -4.1%[57.5 µM] | 9.2% | 5.9% | -0.7%
NC(=O)c1cccnc1Nc1ccccc1F | 1.9 | -1.7% | -0.2 | u | -20.5% | -25.6% | -10.7% | 14.0% | 6.8%
Clc1cccc(Cl)c1C1Nc2cccc3cccc(c23)N1 | 2.2 | -29.2% | 13.8 | u | x | -55.0%[inhibitor] | -4.5% | 191.1%[activator] | -4.1%
CC(C)C(=O)Nc1cccc(-c2nc3ccccc3o2)c1 | -7.2 | 2.7% | 0.0 | -8.1% | -17.8% | i | -10.7% | -14.7% | 2.9%
CN(CCCC(=O)NCc1ccc2c(c1)OCO2)S(=O)(=O)c1ccc([N+](=O)[O-])cc1 | -6.6 | x | -8.7 | -5.7% | 13.6% | -41.6%[inhibitor] | 1.5% | u | 6.5%
Cc1cc(C)nc(SCC(=O)c2cc3ccccc3oc2=O)n1 | 2.9 | 12.7% | 56.5 | -10.2% | -34.8%[inhibitor] | i | -13.9% | 24.6% | -11.7%
CCNC(=O)CN1C(=O)NC2(CCCCCC2)C1=O | -3.4 | 17.3% | 10.6 | 4.8% | -1.7% | i | -1.5% | 34.7%[activator] | -11.0%
CCCc1ccc(C(=O)/C=C/N(C)C)cc1 | 13.5 | -4.8% | 7.9 | 9.3% | -54.7%[inhibitor] | -58.1%[inhibitor] | -26.4% | -35.0% | -5.9%
CC(=O)Nc1cc2nn(-c3ccccc3)nc2cc1Cl | 0.4 | 4.9% | -4.2 | -18.0% | u | -14.6%[57.5 µM] | -0.7% | -0.6% | 2.4%
CCn1c(O)c(C=NC2CCCC(C)C2C)sc1=S (stereo unspecified) | -4.4 | u | -10.6 | u | u | -22.3% | 7.7% | u | 13.9%
COc1ccc2[nH]c3c(c2c1)CCn1c-3nc2ccccc2c1=O | 0.9 | -9.0% | -12.1 | -6.3% | -2.6% | -27.5%[57.5 µM] | 5.3% | -12.1% | -11.8%
COc1ccccc1OCCNC(=O)Cc1ccc(S(=O)(=O)N2CCOCC2)s1 | 1.7 | u | 8.8 | -12.7% | -5.5% | -27.4% | -2.4% | -8.8% | 7.0%
O=C(CNC(=O)c1cccs1)OCC(=O)c1ccc(Cl)cc1 | 3.3 | 11.8% | 7.4 | -2.4% | 28.7% | i | 15.9% | 13.0% | 6.3%
CCC(=O)Nc1ccc(C(=O)n2nc(C)cc2C)cc1 | -4.0 | 19.4% | 19.3 | -1.4% | -1.1% | -4.0% | -6.3% | 16.1% | 17.8%
CC(OC(=O)CNC(=O)c1ccc(Br)cc1)C(=O)NC1CCCCC1C (stereo unspecified) | -1.4 | u | 2.5 | 1.6% | -0.8% | -20.0% | 7.0% | -13.6% | 4.9%
COC(=O)c1cc2occc2n1CC(=O)Nc1ccc(OC)c(OC)c1 | -0.3 | -20.8% | -4.5 | 4.6% | -13.3% | i | -2.9% | -7.9% | 5.6%
CCOc1ccccc1NC(=O)C(OC(=O)C1CC1)c1ccccc1 (stereo unspecified) | 11.9 | -20.2% | 27.3 | 5.1% | -7.6% | i | -8.3% | u | 10.4%
CCCCOc1ccccc1C(=O)NNC(=S)NC(=O)c1ccccc1[N+](=O)[O-] | -5.3 | u | 0.0 | -4.2% | x | -10.7% | -23.5% | -1.4% | -4.2%
O=C(COc1cc(Cl)c(Cl)cc1Cl)Nc1ccc([N+](=O)[O-])cc1Cl | 1.4 | 39.2% | 7.0 | 8.2% | -3.1% | -1.7% | 0.5% | -7.9% | 12.8%
Cc1ccc(-n2c(C)c(C)c3c(NCCO)ncnc32)cc1 | -11.1 | -5.0% | -23.0 | 6.7% | -19.4% | -11.9% | -1.0% | 6.7% | 22.4%
Cc1ccc(C)c(NC(=S)NNC(=O)c2csc3c2CCC(C)C3)c1 (stereo unspecified) | -7.8 | u | -59.7* | -18.1% | 4.6% | -27.6% | 0.0% | 0.0% | -0.2%
CCn1cc(C=C2C(=O)c3ccccc3C2=O)c2ccccc21 | -0.6 | -3.4% | -0.8 | 1.5% | -11.5%[0.397 µM] | -11.8% | -1.2% | 2.5% | 7.4%
Cc1ccc(CNc2cc(-c3nn4c(C)nnc4s3)ccc2C)s1 | 11.4 | -7.6% | 10.3 | -1.2% | -36.5%[inhibitor] | i | 14.2% | 0.0% | u
CCCSc1nc(C)c(CC(=O)OCC)c(=O)[nH]1 | -2.1 | 3.5% | -0.1 | 5.1% | -18.5% | -24.1% | -6.7% | 11.1% | 1.8%

An excerpt. The share of hits here may be higher or lower than overall.
